HP1b chromo inh: HTS for Inhibitors of HP1-beta Chromodomain Interactions with Methylated Histone Tails; hit rate 0.56% among 390,000; Potency, µM (titrated, usually from 114 µM), for inactives: at the top dose activity change, negative = inhibition, usual class: inhibitors; Chromobox protein homolog 1 (Homo sapiens), P83916; AlphaScreen HP1-beta / biotin-H3K9me3 peptide binding; note: nearly all actives have a fitted effect of over 70% in size; inactives centre near 23
Target sequence (P83916 whole entry, looked up): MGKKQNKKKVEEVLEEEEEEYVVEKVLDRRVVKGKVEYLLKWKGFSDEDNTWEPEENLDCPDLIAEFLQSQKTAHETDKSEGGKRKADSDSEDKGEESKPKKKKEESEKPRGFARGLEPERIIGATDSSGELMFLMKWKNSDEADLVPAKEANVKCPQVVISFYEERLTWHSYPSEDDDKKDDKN
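Compound inhibition of the preformed complex between 50 nM HP1-beta and 50 nM biotinylated H3K9me3 peptide was read by AlphaScreen. Buffer was PBS pH 7.4 with 0.01% Tween-20. Incubations ran 30 min at room temperature, with 10 ug/mL donor/acceptor beads.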
BLM helicase inh: qHTS Assay for Inhibitors of Bloom's syndrome helicase (BLM); hit rate 0.2% among 350,000; Potency, µM (doses to about 56.1 µM), for the others: at the highest dose activity change, negative = inhibition, usual class: inhibitors; recombinant BLM DNA unwinding, fluorescence dequenching;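 note: plate controls were vehicle for no effect and no enzyme for full effect; nearly all actives have a fitted effect of over 35% in size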
Pin1 inh: qHTS Assay to Find Inhibitors of Pin1. Potency, µM (doses to about 115 µM), without a hit: at the top dose activity, negative = inhibition, most hits filed as inhibitors. Peptidyl-prolyl cis-trans isomerase NIMA-interacting 1 (Homo sapiens), Q13526. hit rate 0.009% among 390,000. Pin1 FP peptide displacement, HiFluor488, 10 min. AID 504891, 2011; active = well fitted inhibition curve with a large enough effect in the polarisation, with a control signal flat, not every such curve was filed as active; inconclusive = small, poorly fitted or top-dose-only effect, or effect the other way, or a change in a side signal; inactive = no such curve, though single readings can be large or run the other way; the % refers to the polarisation; note: % is set by controls: 0 for no effect and ±100 for the full control effect
Target sequence (Q13526 whole entry, looked up): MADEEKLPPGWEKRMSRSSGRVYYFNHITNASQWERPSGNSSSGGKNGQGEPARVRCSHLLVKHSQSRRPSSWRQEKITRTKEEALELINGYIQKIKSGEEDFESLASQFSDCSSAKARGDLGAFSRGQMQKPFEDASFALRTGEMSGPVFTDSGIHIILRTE
G9a inh: qHTS Assay for Inhibitors of Histone Lysine Methyltransferase G9a | G9a H3K9 monomethylation, AlphaScreen, 2 h | Potency, µM (highest dose often 102 µM), for inactives: top-dose activity, negative = inhibition, hits mostly inhibitors | hit rate 8.8% among 350,000; note: % is set by controls: 0 for no effect and ±100 for the full control effect; nearly all actives have a fitted effect of over 75% in size
Target sequence (Q96KQ7 913-1193 limits assumed): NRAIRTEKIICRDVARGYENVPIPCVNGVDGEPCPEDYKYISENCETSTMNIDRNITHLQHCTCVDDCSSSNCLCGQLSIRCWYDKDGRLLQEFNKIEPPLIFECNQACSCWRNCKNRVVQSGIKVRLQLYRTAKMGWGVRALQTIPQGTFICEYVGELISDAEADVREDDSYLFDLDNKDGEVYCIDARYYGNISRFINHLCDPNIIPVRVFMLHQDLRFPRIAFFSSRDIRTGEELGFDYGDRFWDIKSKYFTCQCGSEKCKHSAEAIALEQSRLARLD
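G9a (20 nM) preincubated 15 min RT with compounds, then 500 nM biotinylated H3K9 peptide and 20 uM SAM added; 2 h RT reaction. Monomethyl-H3K9 product detected by AlphaScreen with anti-H3K9me1 antibody, streptavidin donor and anti-rabbit IgG acceptor beads.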
GLS inh: qHTS for Inhibitors of Glutaminase (GLS); Glutaminase kidney isoform, mitochondrial (Homo sapiens), O94925; GLS enzymatic activity, qHTS titration; Potency, µM (series often up to 45.5 µM), for inactives: at the highest dose activity change, negative = inhibition, hits mostly inhibitors; hit rate 0.21% among 410,000; AID 624170, 2012; note: % is set by controls: 0 for no effect and ±100 for the full control effect
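Assay buffer: 45 mM KH2PO4 pH 8.2, 0.02% Tween-20. hKGA acts on L-glutamine (1 mM solution added); product glutamate is reported by an oxidase/peroxidase Amplex Red coupling, with fluorescence taken at baseline and 30 min.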
PGK inhibitor: qHTS Assay to Find Inhibitors of Phosphoglycerate Kinase; PGK/GAPDH coupled, Kinase-Glo luminescence, 60 min; Potency, µM (series often up to 57.5 µM), without a hit: at the top dose activity change, negative = inhibition, actives largely listed as inhibitors; hit rate 0.043% among 380,000; AID 602233, 2012; note: % is set by controls: 0 for no effect and ±100 for the full control effect; nearly all actives have a fitted effect of over 60% in size
Target sequence (P07378 whole entry, looked up): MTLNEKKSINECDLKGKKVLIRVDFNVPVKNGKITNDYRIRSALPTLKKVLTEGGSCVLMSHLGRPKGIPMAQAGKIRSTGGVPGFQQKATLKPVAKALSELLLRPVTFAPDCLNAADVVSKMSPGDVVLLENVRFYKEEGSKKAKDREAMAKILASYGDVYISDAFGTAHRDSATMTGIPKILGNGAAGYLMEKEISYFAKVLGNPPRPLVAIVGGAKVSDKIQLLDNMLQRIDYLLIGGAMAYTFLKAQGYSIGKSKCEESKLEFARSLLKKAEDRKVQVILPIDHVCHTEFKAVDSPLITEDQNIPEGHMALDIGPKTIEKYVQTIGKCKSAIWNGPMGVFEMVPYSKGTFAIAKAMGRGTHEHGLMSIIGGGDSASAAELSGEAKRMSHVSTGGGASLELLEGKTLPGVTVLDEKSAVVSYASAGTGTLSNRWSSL
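Luminescent ATP detection (Kinase-Glo Plus) follows a 60-minute room-temperature incubation, with wells lacking PGK as controls. Buffer: 100 mM TEA (pH 7.6), 5 mM MgCl2, 0.01% Tween-20. Coupling enzyme GAPDH (100 nM final) supplies unstable 1,3-BPG in-well.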
POLI inh: qHTS for Inhibitors of Polymerase Iota; Potency, µM (doses to about 115 µM), inactives show top-dose activity, negative = inhibition, actives largely listed as inhibitors; hit rate 1% among 390,000; Pol iota fluorescent replication assay, 10 min; AID 588590, 2011
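Pol iota at 10 nM preincubated 15 min with compounds at room temperature; reaction started with fluorescent substrate, 50 nM final. Fluorescence read kinetically at 0 and 10 min; buffer-only wells as negative control.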
JMJD2A Tudor: qHTS Assay for Inhibitors of JMJD2A-Tudor Domain. Lysine-specific demethylase 4A (Homo sapiens), O75164. AlphaScreen JMJD2A-Tudor / H3K4me3 peptide binding. Potency, µM (doses to about 114 µM), for inactives: at the highest dose activity change, negative = inhibition, actives largely listed as inhibitors. hit rate 4.4% among 390,000. AID 504339, 2011; note: % is set by controls: 0 for no effect and ±100 for the full control effect; nearly all actives have a fitted effect of over 50% in size
BAZ2B block: qHTS Assay for Inhibitors of BAZ2B; Bromodomain adjacent to zinc finger domain protein 2B (Homo sapiens), Q9UIF8; AlphaScreen BAZ2B-H3K14Ac peptide displacement; Potency, µM (top dose mostly 114 µM), for inactives: at the highest dose activity change, negative = inhibition, hits mostly inhibitors; hit rate 4.4% among 360,000; note: % is set by controls: 0 for no effect and ±100 for the full control effect; nearly all actives have a fitted effect of over 60% in size
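BAZ2B 50 nM plus b-H3(5-23)K14Ac 50 nM, PBS pH 7.4/0.01% Tween-20, 30 min RT; compound added (max 110 uM), 30 min RT; streptavidin donor/Ni-chelate acceptor beads 10 ug/mL final, 20 min dark; AlphaScreen read.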
* hit, by the source's call; i = inactive; ? = inconclusive; / = no result given; & = joins results of further samples; [ ] = another dose, or the depositor's remark. Unless noted, calls come from the whole dose curve; as a rule, active = well fitted curve in the direction sought with a large enough effect; inconclusive = small, poorly fitted or top-dose-only effect, or another doubt; inactive = no such curve, though single readings can be large; an effect the other way counts as inactive or inconclusive. Potency is the fitted concentration of half-maximal effect.

SMILES | HP1b chromo inh | BLM helicase inh | Pin1 inh | G9a inh | GLS inh | PGK inhibitor | POLI inh | JMJD2A Tudor | BAZ2B block
CC(=O)c1ccc(S(=O)(=O)NCCC(=O)OCC(=O)N(Cc2ccccc2)C(C)(C)C)cc1 | 21% | / | 5% | 13%[12.7 µM] | -2% | 0% | 16% | -15% | -11%
N#CC1=C(S)N(c2ccccc2)C2(CCCCC2)NC1=O | 31% | 2% | -4% | ? | 0% | i | 3% | -12% | ?
N#Cc1cnn(-c2ccccc2)c1NC(=O)CN1CCOCC1 | 38% | 1% | -5% | -22% | -2% | 0% | 14% | -3% | ?
O=C1C(Cl)=C(N2CCCC2)C(=O)N1c1ccccc1F | 163%[activator] | -6% | 5% | 38%[59 µM] | -10% | i | 7% | 37%[activator] | 35%
CCOC(=O)C1CCN(C(=O)COC(=O)c2ccc([N+](=O)[O-])o2)CC1 | 37%[activator] | / | -1% | 11%[12.7 µM] | -10% | -2% | 50µM* | -2% | 0%
COc1ccc(NC(=S)N(CCC(C)C)C(C)c2ccncc2)cc1 (stereo not given) | 7% | -4% | -2% | 7%[12.7 µM] | -16% | 15% | 12% | -18% | -26%
O=C(Nc1nnc(-c2ccncc2)o1)C1CCCCC1 | 34% | 2% | -3% | ? | 12% | 1% | 17% | 20µM* | 50µM*
O=S(=O)(c1ccc(F)c(F)c1)N1CCN(S(=O)(=O)c2cccs2)CC1 | 27% | -6% | -4% | -5%[12.7 µM] | 6% | 0% | 40%[activator] | -4% | -5%
Cc1ccc2cc(C3CC(c4cccs4)=NN3S(C)(=O)=O)c(Cl)nc2c1 (stereo not given) | 47%[activator] | -5% | 40%[activator] | 2% | -8% | i | 37%[activator] | -2% | -21%
O=C(COc1cccnc1[N+](=O)[O-])N1CCC(Cc2ccccc2)CC1 | 12% | / | -2% | / | 7% | 9% | -1% | -14% | /
C=CCc1ccc(OCCOCCN(C)C)c(OC)c1 | ? | -7% | -3% | 4µM* | 3% | -8% | ? | 1.6µM* | ?
O=C(Nc1c2c(nn1-c1ccc([N+](=O)[O-])cc1)CS(=O)(=O)C2)c1ccco1 | 31% | 0% | -2% | 7%[59 µM] | -13% | -3% | 10% | -2% | -1%
CC(Sc1ccc2nnc(-c3ccc(F)cc3)n2n1)C(=O)O (stereo not given) | -16% | -3% | 3% | 3.5µM* | 2% | -17% | -39% | ? | -11%
Cc1cc(C)n2nc(CNS(=O)(=O)c3cccc(Cl)c3)nc2n1 | 29% | 1% | 2% | 8%[59 µM] | -2% | -2% | 9% | -11% | -1%
CC(C)c1nnc(NC(=O)CCC(=O)NCC2CCCO2)s1 (stereo not given) | 22% | -1% | -12% | 14%[59 µM] | -14% | i | 5% | -6% | 27%
CCc1ccc(N(CC)C(=O)Cc2c(C(=O)O)n(C)c3ccccc23)cc1 | -11% | -9% | 1% | -7% | -5% | -2% | 149%[activator] | -17% | -12%
Nc1cc2c(cc1Cl)-c1ccc(Cl)cc1C2=O | 2% | / | -1% | / | 0% | 9% | 49%[activator] | -15% | /
Cc1ccc(C(=O)NCC(=O)N(C)CC(=O)Nc2c(Cl)cccc2Cl)s1 | 14% | / | -1% | -14%[0.501 µM] | 0% | -10% | -8% | -9% | 25%
COc1ccc(CN2CC[C@@H](N3CCOCC3)[C@H](O)C2)cc1F | 3% | 2% | -3% | / | 2% | -3% | 120%[activator] | -14% | 10%
COc1ccc(-c2nnc(OC)c3ccccc23)cc1 | 10% | -1% | -1% | 26% | 0% | -3% | 15% | 1% | 10%
CN(C(=O)c1ccc(S(=O)(=O)N2CCCCC2)cc1)C1CCS(=O)(=O)C1 (stereo not given) | 27% | / | 0% | 6% | -6% | 5% | 50%[activator] | 1% | -6%
CC(CNC(=O)CCCn1c(=O)c2cccn2c2cccnc21)c1ccccc1 (stereo not given) | 22% | -1% | -1% | -18%[59 µM] | -21%&0% | 3%&-3% | 13% | -9% | ?
Cc1ccc(NC(=O)C2CCN(C(=O)c3cccs3)CC2)cc1 | 7% | 1% | -8% | 14% | 4% | -1% | -6% | -9% | 7%
C/C=C(/C)C(=O)O[C@@H]([C@H](O)c1cc2ccc(=O)oc2cc1OC)C(C)(C)O[C@@H]1O[C@H](CO)[C@@H](O)[C@H](O)[C@H]1O | 42%[activator] | / | -3% | / | 10% | 2% | 16% | 3% | /
O=c1c(-c2ccc(Cl)cc2)cnc2n1CCS2 | 32% | -11% | 3% | 17%[12.7 µM] | -8% | 0% | 113%[activator] | 12% | -13%
O=S(=O)(c1ccccc1OC(F)(F)F)N1CCN(c2ccnc3cc(Cl)ccc23)CC1 | 24% | -15% | -2% | -18%[12.7 µM] | -2% | -4% | 6% | -13% | -18%
COc1ccc(Br)cc1CN(C)CC(=O)Nc1cc([N+](=O)[O-])ccc1OC | 12% | -2% | -8% | -5%[59 µM] | -5% | i | 164%[activator] | -17% | -9%
CC(C)c1ccc(/C=C/C2=NNC(=O)CC2)cc1 | ? | -2% | 1% | 4% | 0% | 9% | 7% | -35%[11.4 µM] | -13%
Fc1cccc(/C=N/Nc2ccc3ccccc3n2)c1 | 49%[activator] | -5% | -3% | -7% | 6% | -3% | 19% | -4% | -2%
Cc1onc(-c2ccccc2)c1C1=N/C(=C\c2ccccc2F)C(=O)O1 | 16% | 1% | 1% | 0% | 0% | 3% | 63%[activator] | 1% | -6%
Cc1csc2nc(-c3cccc(NC(=O)c4ccccc4F)c3)cn12 | 13%[57 µM] | 1% | ? | 11%[59 µM] | 3% | -1% | 5% | -26% | -32%
Cn1c(=O)n(Cc2ccc(F)cc2)c(=O)c2c1nc1n2CCCN1Cc1ccccc1 | -28% | -12% | -4% | ? | 0% | i | -2% | ? | ?
CC1=C(C(=O)OC2CCCCC2)C(c2ccccc2F)NC(=O)N1 (stereo not given) | 6% | 0% | -2% | 5% | 7% | -2% | 147%[activator] | -7% | 1%
NS(=O)(=O)c1ccc(CCNC(=O)CSCc2ccccc2)cc1 | 31% | -3% | -1% | 2% | 2% | 5% | 26% | -9% | 2%
Cc1ccc(C(C)NC(=O)c2c(C)noc2C)cc1C (stereo not given) | 14% | -1% | -2% | 4%[12.7 µM] | -7% | 5% | 13% | 2% | 10%
COc1ccc(C(=O)NCC(=O)OCC(=O)N(C)c2ccccc2)cc1 | 20% | -3% | -2% | 17%[12.7 µM] | 3% | 2% | -13% | -2% | -10%
COc1ccccc1NC(=O)C(C)OC(=O)CSCC(=O)Nc1ccc(C)cc1C (stereo not given) | 14% | / | -1% | 3%[12.7 µM] | -3% | -9% | 24% | -11% | 6%
NC(=O)CC[C@@H]1NC(=O)[C@H](CO)NC(=O)c2cc([N+](=O)[O-])cc(I)c2NCCC[C@@H](C(N)=O)NC(=O)[C@H](Cc2ccc(O)cc2)NC1=O | 13% | -9% | ? | 50µM* | 15% | -2% | ? | -36% | ?
O=C1c2cccc3cccc(c23)C(=O)N1CCCn1ccnc1 | 28% | / | 1% | / | 3% | i | 48%[activator] | -27% | /
O=C(Nc1nnc(S(=O)(=O)Nc2ccccc2)s1)C1CCCCC1 | ? | -3%&-2% | -4%&-3% | -41%[59 µM] | 1%&2% | -4%&-9% | 228%&30%[activator] | ? | 1%

Quoted at random: three records from the list
SMILES | HP1b chromo inh | BLM helicase inh | Pin1 inh | G9a inh | GLS inh | PGK inhibitor | POLI inh | JMJD2A Tudor | BAZ2B block
CC1=C(C(=O)OC2CCCCC2)C(c2ccccc2F)NC(=O)N1 (stereo not given) | 6% | 0% | -2% | 5% | 7% | -2% | 147%[activator] | -7% | 1%
Cc1ccc(C(C)NC(=O)c2c(C)noc2C)cc1C (stereo not given) | 14% | -1% | -2% | 4%[12.7 µM] | -7% | 5% | 13% | 2% | 10%
Cn1c(=O)n(Cc2ccc(F)cc2)c(=O)c2c1nc1n2CCCN1Cc1ccccc1 | -28% | -12% | -4% | ? | 0% | i | -2% | ? | ?

(more compounds)
SMILES | HP1b chromo inh | BLM helicase inh | Pin1 inh | G9a inh | GLS inh | PGK inhibitor | POLI inh | JMJD2A Tudor | BAZ2B block
CCCCCn1c(=O)[nH]c2cc(C(=O)N3CCN(c4ccc(F)cc4)CC3)ccc2c1=O | 2% | / | -4% | / | 0% | -7% | 27% | -16% | /
Cc1cc(NC(=O)CSc2nc(CC(C)(C)C)nc3c2c(=O)n(C)c(=O)n3C)no1 | 35% | 3% | 5% | ? | -1% | -1% | -4% | -9% | 5%
O=C(Cc1cccc(NC(=O)C2CCN(C(=O)C3CCCC3)CC2)c1)Nc1cccc(C(=O)N2CCCC2)c1 | 40%[activator] | / | 4% | -32%[2.33 µM] | 0% | i | 15% | -3% | 4%
CCn1c(SCC(=O)Nc2ccc3[nH]c(=O)[nH]c3c2)nc2ccccc21 | ? | / | 5% | -10%[12.7 µM] | 0% | -9% | 8% | -20% | -8%
CCOc1ncccc1C(=O)NNC(=O)c1cccc(S(=O)(=O)Nc2ccccc2OC)c1 | 36% | / | 3% | -1% | -5% | 0% | 23% | -6% | 8%
CCS(=O)(=O)N1CCc2cc(C(=O)NCc3ccc(OC)cc3)ccc21 | 13% | -3% | 1% | -45%[59 µM] | -1% | -2% | 0% | ? | -24%
O=C(CSc1nnc(-c2ccc(Br)cc2)n1C1CCCCC1)N1CCCC1 | 28% | -1% | 2% | ? | 9% | 3% | 9% | -9% | 9%
CCOc1ccccc1C1C2=C(COC2=O)Nc2cc3c(cc21)OCO3 (stereo not given) | -11% | 1% | -8% | 0% | ? | 1% | 70%[activator] | ? | -36%

Screening results as filed in PubChem.

Some of the compounds tested. The share of hits here may be higher or lower than overall.
